# Pol kappa inh: inhibitors of human DNA polymerase kappa; AID 588579; Potency, µM (series often up to 107 µM), inactives show at the top dose activity, negative = inhibition, usual class: inhibitors; Q9UBT6; purified Pol kappa, fluorescent DNA synthesis assay, 10 min; actives 0.53% (n = 400,000); also: % is scaled to controls: 0 for no effect and ±100 for the full control effect
# Target sequence (Q9UBT6 whole entry, looked up): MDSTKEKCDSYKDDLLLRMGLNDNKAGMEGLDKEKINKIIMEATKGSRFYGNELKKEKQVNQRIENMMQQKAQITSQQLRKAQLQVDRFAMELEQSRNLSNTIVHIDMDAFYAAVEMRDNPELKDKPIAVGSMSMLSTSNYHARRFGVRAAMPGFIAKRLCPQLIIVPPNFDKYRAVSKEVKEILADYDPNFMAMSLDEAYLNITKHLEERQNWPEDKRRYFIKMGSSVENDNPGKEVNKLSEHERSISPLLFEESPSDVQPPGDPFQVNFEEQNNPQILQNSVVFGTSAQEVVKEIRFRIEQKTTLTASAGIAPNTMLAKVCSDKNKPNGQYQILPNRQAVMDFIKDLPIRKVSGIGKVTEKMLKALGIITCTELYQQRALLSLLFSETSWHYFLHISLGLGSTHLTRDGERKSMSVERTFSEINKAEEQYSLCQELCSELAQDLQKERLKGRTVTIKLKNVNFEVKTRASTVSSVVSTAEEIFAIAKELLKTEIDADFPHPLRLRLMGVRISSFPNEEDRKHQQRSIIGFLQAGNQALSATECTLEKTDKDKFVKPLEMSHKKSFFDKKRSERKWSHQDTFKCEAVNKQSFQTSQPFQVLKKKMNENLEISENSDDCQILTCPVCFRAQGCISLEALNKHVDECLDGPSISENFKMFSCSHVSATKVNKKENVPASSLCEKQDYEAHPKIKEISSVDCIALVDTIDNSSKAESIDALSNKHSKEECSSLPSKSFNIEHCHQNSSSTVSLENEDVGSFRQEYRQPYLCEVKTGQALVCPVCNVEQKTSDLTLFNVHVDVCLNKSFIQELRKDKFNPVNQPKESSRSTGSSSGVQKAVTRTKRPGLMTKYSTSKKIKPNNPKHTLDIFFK
#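 Kinetic fluorescence screen: compound preincubated 15 min RT with 10 nM enzyme; 50 nM substrate (final) initiates; reads at 0/10 min.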
# BAZ2B block: blocks human BAZ2B; Potency, µM (doses to about 114 µM), for inactives: top-dose activity change, negative = inhibition, actives largely listed as inhibitors; AlphaScreen BAZ2B-H3K14Ac peptide displacement; Q9UIF8; actives 4.4% (n = 360,000); also: % is scaled to controls: 0 for no effect and ±100 for the full control effect; nearly all actives have a fitted effect of over 60% in size
#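 In this displacement format the biotinylated H3(5-23) peptide acetylated at Lys14 serves as ligand at 50 nM, with BAZ2B at 50 nM in PBS pH 7.4 containing 0.01% Tween-20. Donor and acceptor beads are 10 ug/mL final.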
# Pol beta inh: blocks human DNA polymerase beta activity | P06746 | Pol beta primer extension/strand displacement, fluorescence kinetic | Potency, µM (series often up to 114 µM), without a hit: top-dose activity change, negative = inhibition, hits mostly inhibitors | actives 1.3% (n = 340,000); also: % is scaled to controls: 0 for no effect and ±100 for the full control effect
#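 Curves were derived by four-parameter Hill fits of normalized qHTS data. The kinetic fluorescent primer-extension read was taken at 0 and 10 min after 50 nM substrate, following a 15 min room-temperature preincubation of 10 nM enzyme with compounds.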
# APEX1 inh: APE1 (human) endonuclease inhibition; P27695; recombinant APE1, TAMRA/BHQ-2 abasic DNA cleavage fluorescence; Potency, µM (series often up to 65.8 µM), for inactives: top-dose activity change, negative = inhibition, most hits filed as inhibitors; actives 0.35% (n = 350,000); AID 2517;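 also: plate controls were vehicle for no effect and reference inhibitor for full effect; nearly all actives have a fitted effect of over 55% in size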
#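 Substrate: short duplex with […] THF abasic site, 5'-TAMRA and 3'-BHQ-2, 50 nM final. APE1 at 0.75 nM, preincubated 15 min RT with compound. Fluorescence increase from first to third read measured activity.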
# POLH inh: inhibitors of human DNA polymerase eta; AID 588591; Q9Y253; actives 1.2% (n = 390,000); recombinant Pol eta, fluorescent DNA replication assay; Potency, µM (series often up to 114 µM), for inactives: top-dose activity change, negative = inhibition, actives largely listed as inhibitors; also: % is scaled to controls: 0 for no effect and ±100 for the full control effect
#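 Pol eta at 10 nM preincubated with compounds 15 min at room temperature; reaction started with fluorescent substrate (50 nM final) and read kinetically at 0 and 10 min.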
# POLI inh: inhibitors of human DNA polymerase iota | Q9UNA4 | AID 588590 | Pol iota fluorescent replication assay, 10 min | actives 1% (n = 390,000) | Potency, µM (top dose mostly 115 µM), for the others: at the top dose activity, negative = inhibition, usual class: inhibitors
#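 Pol iota at 10 nM preincubated 15 min with compounds at room temperature; reaction started with fluorescent substrate, 50 nM final. Fluorescence read kinetically at 0 and 10 min; buffer-only wells as negative control.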
# BLM inh: Bloom syndrome helicase (human) inhibition | recombinant BLM DNA unwinding, fluorescence dequenching | Potency, µM (doses to about 56.1 µM), for the others: at the highest dose activity change, negative = inhibition, hits mostly inhibitors | actives 0.2% (n = 350,000) | AID 2528;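 also: plate controls were vehicle for no effect and no enzyme for full effect; nearly all actives have a fitted effect of over 35% in size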
# JMJD2A Tudor: JMJD2A Tudor domain (human) inhibition | AlphaScreen JMJD2A-Tudor / H3K4me3 peptide binding | Potency, µM (top dose mostly 114 µM), for inactives: at the highest dose activity change, negative = inhibition, most hits filed as inhibitors | actives 4.4% (n = 390,000) | AID 504339; also: % is scaled to controls: 0 for no effect and ±100 for the full control effect; nearly all actives have a fitted effect of over 50% in size
# G9a inh: blocks human histone lysine methyltransferase G9a; actives 8.8% (n = 350,000); Q96KQ7; Potency, µM (titrated, usually from 102 µM), without a hit: at the highest dose activity, negative = inhibition, actives largely listed as inhibitors; G9a H3K9 monomethylation, AlphaScreen, 2 h; also: % is scaled to controls: 0 for no effect and ±100 for the full control effect; nearly all actives have a fitted effect of over 75% in size
#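 Step 1: enzyme (final 20 nM) with compound, 15 min RT. Step 2: substrate peptide 500 nM and SAM 20 uM, 2 h RT. Step 3: anti-H3K9me1 antibody and AlphaScreen beads, 10 min, then plate read.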
# Active calls of the source: *; ? = inconclusive; · = no result given; [ ] = dose if it differs, or a comment. Calls follow the shape of the dose curve; as a rule, active = well fitted curve in the direction sought with a large enough effect; inconclusive = small, poorly fitted or top-dose-only effect, or another doubt; inactive = no such curve, though single readings can be large; an effect the other way counts as inactive or inconclusive. Potency is read from the fitted curve at half-maximal effect. A portion of the library; rates above refer to the full screens.
entry	compound	Pol kappa inh	BAZ2B block	Pol beta inh	APEX1 inh	POLH inh	POLI inh	BLM inh	JMJD2A Tudor	G9a inh
1	Cc1ccnc(NC(=O)COc2ccc(Cl)cc2)n1	2%	-9%	6%	-1%	-14%	17%	1%	10%	40%[59 µM]
2	COCCCNC(=O)CCSc1ccc(Cl)cc1	-13%	28%	4%	5%	-2%	0%	1%	-7%	21%
3	O=Nc1c(-c2cccc([N+](=O)[O-])c2)nc2ncccn12	·	-14%	12%	2%	·	·	-11%	·	·
4	Cc1ccc(C2Nc3ccccc3C(=O)N2CCN2CCNC2=O)cc1 (configuration not stated)	-7%	-1%	?	-6%	9%	19%	0%	-10%	-6%[59 µM]
5	Cc1cc(C)nc(NC(=O)CCC2CCCC2)c1	2%	9%	30%	-2%	-4%	12%	0%	-17%[57.1 µM]	25%[59 µM]
6	[O-]C(=C(C(=S)Nc1cccc2ccccc12)[n+]1ccccc1)c1ccc2c(c1)OCCO2	-12%	·	·	·	-5%	20%	·	?	·
7	CCOc1ccccc1NC(=S)NCCc1ccccc1	13%	5%	3%	-1%	-27%	16%	-7%	-18%	-7%
8	CN(C1CCS(=O)(=O)C1)S(=O)C12CC3CC(CC(C3)C1)C2 (configuration not stated)	-1%	-1%	-4%	5%	3%	2%	-1%	-20%	11µM*
9	C=CCNC(=O)c1onc(CSc2ccncc2)c1C(=O)NCC=C	-3%	6%	23%	1%	-8%	23%	-4%	-7%	7%[59 µM]
10	CC1CC(C)CN(S(=O)(=O)c2ccc(NC(=O)CCNC(=O)c3ccc([N+](=O)[O-])cc3)cc2)C1 (configuration not stated)	-1%	-5%	·	11%	-14%	2%	·	8%	-12%[12.7 µM]
11	COc1ccccc1CNC(=S)Nc1cc(C)ccc1C	-6%	?	?	?	-4%	38%[activator]	-6%	-28%	?
12	COc1ccc(C(=O)NCC(C)NC(=O)c2ccc(OC)c(Br)c2)cc1Br (configuration not stated)	-20%	·	·	·	-3%	5%	·	-1%	·
13	CCc1ccc(NC(=O)CN2CCN(C3CCCCC3)C(=O)C2=O)cc1	-5%[60.1 µM]	-17%	20%	·	6%	-1%	-2%	-8%	0%[12.7 µM]
14	CN(C)C(=S)NC(=O)C12CC3(C)CC(C)(CC(C)(C3)C1)C2	0%	1%	1%	3%	-6%	10%	0%	-21%	22%
15	Cc1ccc(-n2nc(CC#N)c(C#N)c2N)cc1Cl	-19%	10%	12%[57.1 µM]	0%	-8%	9%	-2%	-17%	-12%
16	Cc1ccc(OCCNC(=O)C(C)SCC(=O)Nc2ccc(F)cc2)cc1 (configuration not stated)	0%	·	·	34%	-22%	11%	·	3%	·
17	COc1ccc(Nc2cc(C(=O)NCc3ccco3)c3ccccc3n2)c(OC)c1	-14%	50µM*	36%	4%	-16%	24%	-3%	?	?
18	Cc1ccccc1C(=O)NN1CCOCC1	-15%	10%	34%	15%	-25%	22%	3%	-1%	1%[59 µM]
19	COc1cc(C2N=C(N)Nc3nc4ccccc4n32)ccc1OCCC(C)C (configuration not stated)	-6%	?	24%	·	12%	-17%	-7%	-11%	-33%[59 µM]
20	Cc1cccn2c(=O)c(C(=O)NC3CCCCC3C)c(O)nc12 (configuration not stated)	-5%	0%	·	2%	-6%	-3%	·	8%	30%

# The results go on:
entry	compound	Pol kappa inh	BAZ2B block	Pol beta inh	APEX1 inh	POLH inh	POLI inh	BLM inh	JMJD2A Tudor	G9a inh
21	O=S(=O)(c1ccc(Oc2ccc(Cl)cc2)nc1)N1CCOCC1	-9%	11%	·	4%	-3%	-9%	·	-13%	3%
22	Cc1cc(C)c(S(=O)(=O)c2ccccc2C)c(OCCN(C)C)n1	1%	-1%	40%	43%	-20%	63%[activator]	0%	-10%	15%
23	COc1ccccc1COCC(O)CNCC1(N2CCCCC2)CCCCC1 (configuration not stated)	-12%	?	9%	0%	0%	41%[activator]	-7%	1.8µM*	4.5µM*
24	COc1cccc(NC(=O)C(=O)NCC(c2cccnc2)N2CCN(c3ccccc3)CC2)c1 (configuration not stated)	-22%	?	5%	·	-15%	?	-11%	-17%	-18%[59 µM]
25	CN(CCCOc1ccccc1Br)Cc1ccccc1	-17%	0%	0%	6%	-13%	-29%	2%	-13%	23%
26	Cc1cc2c(nn1)CCC/C2=N\O	5%	0%	4%	-1%	-3%	18%	1%	-1%	34%[59 µM]
27	CCOC(=O)c1cc2c(ccn2C)n1CC(=O)N1C(C)CCCC1C (configuration not stated)	-8%	?	-22%	3%	-4%	-3%	-4%	-17%	-37%
28	CCOc1ccc(NC(=O)Nc2ccc(Cc3ccncc3)cc2)cc1	-23%	5%	2%	1%	-20%	0%	-8%	-9%	9%
29	O=c1c(-c2ccc(Cl)cc2)nc2cnc(N3CCNCC3)nc2n1-c1ccccc1	-7%[60.1 µM]	·	·	-2%	·	·	-4%	·	-1%[0.501 µM]
30	S=C(NCCCN1CCOCC1)NCCCN1CCOCC1	-4%	7%	55%	4%	-7%	7%	0%	7%[57.1 µM]	8.9µM*
31	COc1ccc(-c2noc(CSc3nnc(C)n3-c3ccc(OC)cc3)n2)cc1	22%	-15%	14%	·	-19%	27%	2%	-7%	1%[59 µM]
32	CCOC(=O)C(/C=C(\C#N)C(=O)OCC)=C(/N)N1CCN(c2ccccc2)CC1	-5%	-32%	10%	15%	-15%	-12%	-12%	12%	?
33	O=[N+]([O-])c1ccc(OCCO)nc1	-11%	2%	0%	1%	8%	37%[activator]	-3%	-2%	3%[59 µM]
34	COc1ccccc1S(=O)(=O)Cc1ccc(C(=O)NCc2ccc(C)cc2)o1	0%	-13%	?	-18%	-8%	10%	2%	-24%	21%
35	CCC1CCc2c(sc(NC(C)=O)c2C#N)C1 (configuration not stated)	-12%	-3%	37%	1%	0%	2%	-2%	-8%	12%[59 µM]
36	COc1ccc(C)cc1N(CC(=O)Nc1cccnc1)S(=O)(=O)c1ccccc1	-4%	-20%	-2%	-4%	-26%	63%[activator]	-6%	-6%	5%
37	CCCCC(=O)Nc1ccc2c(c1)C(=O)NC2=O	2%	12%	20%	-1%	-11%	-25%	0%	0%	20%
38	COc1cc(NC(=O)N2CCC(CN3CCOCC3)CC2)cc(OC)c1OC	-12%	-1%	-2%	·	11%	29%	1%	9%	7%[59 µM]
39	Cc1ccccc1NC(=O)/C(=C\c1cccs1)NC(=O)c1ccco1	-7%	-6%	4%	3%	-1%	31%[activator]	2%	-8%	0%[59 µM]
40	COc1cccc(-c2c(-c3cc(OC)cc(OC)c3)n(C)c3ccc(-c4cccc5[nH]ccc45)cc23)c1	-7%	-13%	·	22%	-5%	-19%	·	-31%	0%[0.501 µM]

# Single records, as listed above. Values in the order: Pol kappa inh	BAZ2B block	Pol beta inh	APEX1 inh	POLH inh	POLI inh	BLM inh	JMJD2A Tudor	G9a inh
# `COc1ccccc1COCC(O)CNCC1(N2CCCCC2)CCCCC1` (configuration not stated) across the screens: -12%	?	9%	0%	0%	41%[activator]	-7%	1.8µM*	4.5µM*
# `CCOc1ccc(NC(=O)Nc2ccc(Cc3ccncc3)cc2)cc1` across the screens: -23%	5%	2%	1%	-20%	0%	-8%	-9%	9%
# `O=S(=O)(c1ccc(Oc2ccc(Cl)cc2)nc1)N1CCOCC1` across the screens: -9%	11%	·	4%	-3%	-9%	·	-13%	3%
# `O=c1c(-c2ccc(Cl)cc2)nc2cnc(N3CCNCC3)nc2n1-c1ccccc1` across the screens: -7%[60.1 µM]	·	·	-2%	·	·	-4%	·	-1%[0.501 µM]

# New compounds follow.
entry	compound	Pol kappa inh	BAZ2B block	Pol beta inh	APEX1 inh	POLH inh	POLI inh	BLM inh	JMJD2A Tudor	G9a inh
41	CCC(c1nnnn1Cc1cccs1)N1CCN(C2CCCC2)CC1 (configuration not stated)	11%	-5%	2%	0%	-8%	-13%	0%	-20%	-29%[12.7 µM]
42	Cc1sc(NC(=O)c2ccc(=O)n(C)n2)nc1-c1ccccc1	-9%	-30%	-5%	-1%	1%	67%[activator]	-3%	-16%	?
43	COc1ccc(CN2C(=O)CCC2(C)C(=O)NC2CCCCCC2)cc1 (configuration not stated)	-16%	-3%	37%	-7%	-3%	4%	-3%	-12%	4%
44	COc1ccc(NC(=O)c2cccc(N3C(=O)c4ccc(C(=O)Nc5ccc(OC)c(O)c5)cc4C3=O)c2)cc1O	-4%	-19%	-1%	14%	-7%	20%	-4%	?	15%
45	CCCCNC(=S)NC(=O)c1ccc([N+](=O)[O-])cc1	-6%	50µM*	21%	9%	-5%	-3%	-5%	?	·
46	CCCc1nnc(NC(=O)CCC(=O)NCCc2ccc(Cl)cc2)s1	-12%	-21%	2%	54%	0%	11%	0%	-16%	51%[activator]
47	COc1ccc(/C=C2\SC(=S)N(CC(=O)NCCO)C2=O)cc1	5%	-15%	0%	1%	-9%	-4%	-5%	-7%	-39%
48	Cn1c(=O)c2c(ncn2CCC(=O)N/N=C/c2cccnc2)n(C)c1=O	-3%	-1%	27%	-9%	-9%	123%[activator]	-2%	19%[57.1 µM]	-8%
49	Cc1ccc2cccc(NC(=O)c3ccc(-c4ccc(Br)cc4)o3)c2n1	1%	-14%	?	·	-4%	-15%	-5%	-10%	-8%[59 µM]
50	CCCCCCCC[n+]1cccc2c3ccccc3ccc21	3%	-9%	28%	13%	-23%	18%	21%	?	-27%[59 µM]
51	COc1ccc(NC(=O)c2cc(S(=O)(=O)N3CCCCC3)ccc2N2CCCCC2)cn1	-3%	-3%	0%	-7%	-18%	7%	-9%	-20%	-9%[59 µM]
52	Cc1[nH]c2ccccc2c1C(=O)C(=O)NCc1ccncc1	-1%	·	·	·	-10%	1%	·	-3%	·
53	CCc1ccccc1NC(=O)Cn1ccn(-c2cc(C)cc(C)c2)c(=O)c1=O	-20%	-9%	9%	·	-10%	?	-1%	-6%	-44%[59 µM]
54	CC1=Nc2cc(C(=O)NC3CCCC3)ccc2Sc2ccc(Br)cc21	-11%	-32%	21%	·	-12%	8%	-13%	-25%	-11%[59 µM]
55	O=C(CC1Sc2ccccc2NC1=O)OCC(=O)N1CCc2ccccc21 (configuration not stated)	-10%	-1%	0%	-8%	?	11%	-1%	-8%[57.1 µM]	?
56	CCOC(=O)[C@@H]1[C@H]2COc3ccccc3[C@@H]2N2C(=O)N(c3ccccc3)C(=O)[C@]12C	10%	-1%	9%	-6%	-7%	9%	1%	-4%	-11%
57	CCOc1ccc(N(C(=O)c2ccccc2F)S(=O)(=O)c2ccc3c(c2)n(C)c(=O)n3C)cc1	1%	-5%	1%	·	·	-12%	2%	-13%	-1%[59 µM]

# Source: PubChem BioAssay
